Pf growth 48h: Primary qHTS for delayed death inhibitors of the malarial parasite plastid, 48 hour incubation; 310,000 compounds, 5.9% hits; P. falciparum luciferase growth in erythrocytes, 48 h; AID 504832, 2011; Potency, µM (doses to about 28.7 µM), for inactives: at the top dose activity change, negative = inhibition, hits mostly inhibitors; further: potency means the concentration at half of the fitted maximal effect; on the % scale 0 is the no-effect control and ±100 the full control effect
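Luciferase-expressing P. falciparum in infected erythrocytes (2% hematocrit, 0.1% parasitemia final) in RPMI 1640/0.5% Albumax were exposed to compound for 48 hours at 37 C, 5% CO2; growth read as luminescence.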
HCV inh: qHTS Assay for Inhibitors of Hepatitis C Virus (HCV) | 340,000 compounds, 3.4% hits | Potency, µM (top dose mostly 41.8 µM), for the others: at the top dose activity change, negative = inhibition, actives largely listed as inhibitors | Huh7.5.1 HCVcc-Cre infection, luciferase reporter, 44 h; further: potency means the concentration at half of the fitted maximal effect; on the % scale 0 is the no-effect control and ±100 the full control effect
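Antiviral activity was scored by luciferase reporter output from cells infected with HCVcc-Cre (~0.5 moi) in presence of compound, 44 h infection period, cells seeded 1,000/well 4 h prior.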
FBPA Giardia inh: qHTS Assay for Inhibitors of Fructose-1,6-bisphosphate Aldolase from Giardia Lamblia. purified Giardia FBPA. Potency, µM (series often up to 59.6 µM), without a hit: at the highest dose activity, negative = inhibition, hits mostly inhibitors. 290,000 compounds, 0.71% hits. AID 2451, 2010; further: potency means the concentration at half of the fitted maximal effect; on the % scale 0 is the no-effect control and ±100 the full control effect; nearly all actives have a fitted effect of over 55% in size
Target sequence (A8B2U2 whole entry, looked up): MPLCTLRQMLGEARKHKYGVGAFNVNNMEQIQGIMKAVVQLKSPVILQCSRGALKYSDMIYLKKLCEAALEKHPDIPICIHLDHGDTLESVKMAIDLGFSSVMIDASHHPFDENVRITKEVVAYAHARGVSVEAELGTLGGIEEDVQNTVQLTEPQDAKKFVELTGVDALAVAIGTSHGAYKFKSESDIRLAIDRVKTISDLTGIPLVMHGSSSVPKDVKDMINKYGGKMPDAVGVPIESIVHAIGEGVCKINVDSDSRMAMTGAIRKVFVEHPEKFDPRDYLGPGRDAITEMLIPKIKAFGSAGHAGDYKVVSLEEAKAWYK
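Giardia FBPA (40 nM reagent) was preincubated 10 min at RT with compound (up to 57.5 uM final), then substrate plus GAPDH/TPI/NAD/arsenate coupling system with diaphorase/resazurin was added; resorufin fluorescence (525/598 nm) was read after 20 min.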
Shiga toxin inh: A qHTS for Small Molecule Inhibitors of Shiga Toxin; inhibition, % at 38.7 µM; 290,000 compounds, 9.2% hits; Vero cells, Shiga toxin protein synthesis inhibition reporter; in the data active means inhibition mostly above about 28%, no sharp cut-off; inactive means mostly below about 43%; further: 0% is about no effect
Pf growth 96h: Primary qHTS for delayed death inhibitors of the malarial parasite plastid, 96 hour incubation | P. falciparum luciferase reporter growth, 96 h | AID 504834, 2011 | Potency, µM (highest dose often 28.7 µM), for the others: top-dose activity change, negative = inhibition, hits mostly inhibitors | 320,000 compounds, 6.9% hits; further: potency means the concentration at half of the fitted maximal effect; on the % scale 0 is the no-effect control and ±100 the full control effect
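Parasite growth measured via integrated firefly luciferase reporter in P. falciparum. Infected erythrocytes at 2% hematocrit, 0.05% parasitemia final were treated 96 hours at 37 C under 5% CO2, and luminescence was read.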
CHX counter: Cycloheximide Counterscreen for Small Molecule Inhibitors of Shiga Toxin. AID 2314, 2010. cell reporter, cycloheximide protein synthesis inhibition counterscreen. 300,000 compounds, 12% hits. max response, %; in the data active means max response mostly above about 13%, no sharp cut-off; inactive means mostly below about 14%; further: read at 38.3 µM for the half of the compounds with a filed dose; 0% is about no effect
* marks the source's active call; other numbers are inactive results; u = inconclusive; x = no result given; + = active, no number; [ ] = remark or other dose. Unless noted, the call rests on the fitted dose curve; in most records, active means well fitted curve in the direction sought with a large enough effect; inconclusive means small, poorly fitted or top-dose-only effect, or another doubt; inactive means no such curve, though single readings can be large; an effect the other way counts as inactive or inconclusive.

The opening 3 records (preview)
SMILES | Pf growth 48h | HCV inh | FBPA Giardia inh | Shiga toxin inh | Pf growth 96h | CHX counter
COc1ccccc1NS(=O)(=O)c1cc(-c2cnc(C3CC3)o2)ccc1C | -25.8% | u | x | 9.3 | u | 1.9
CCCCC(=O)Nc1ccc(S(=O)(=O)Nc2nccc(C)n2)cc1 | 2.0% | 6.6% | 8.0% | -12.9 | 53.9%[1.15 µM] | -2.7
CC(=O)c1cc2c(cc1NC(=O)CSc1nc3ccccc3[nH]1)OCO2 | -8.1% | -14.3% | 3.7% | -18.6 | -20.0% | -0.8

Results, repeating the preview:
SMILES | Pf growth 48h | HCV inh | FBPA Giardia inh | Shiga toxin inh | Pf growth 96h | CHX counter
COc1ccccc1NS(=O)(=O)c1cc(-c2cnc(C3CC3)o2)ccc1C | -25.8% | u | x | 9.3 | u | 1.9
CCCCC(=O)Nc1ccc(S(=O)(=O)Nc2nccc(C)n2)cc1 | 2.0% | 6.6% | 8.0% | -12.9 | 53.9%[1.15 µM] | -2.7
CC(=O)c1cc2c(cc1NC(=O)CSc1nc3ccccc3[nH]1)OCO2 | -8.1% | -14.3% | 3.7% | -18.6 | -20.0% | -0.8
N#CC12CCCCC1CC1CCCCC1(C#N)N2Cc1ccccn1 (stereo not drawn) | u | 27.5% | 1.4% | 21.1 | 9.28µM* | 4.6
O=c1[nH]c2ccccc2c2nc(-c3cccc(S(=O)(=O)N4CCCC4)c3)nn12 | -47.4% | u | 0.1% | -6.2 | u | -4.4
CCN(C(=O)c1c(C)noc1C)c1c(N)n(Cc2ccccc2)c(=O)[nH]c1=O | 6.9% | u | x | x | 25.2% | x
CC(=O)N=c1scc(-c2ccccc2)n1-c1cccc(O)c1 | -19.1% | u | -9.6% | -6.0 | -3.0% | 1.2
O=C(O)C1Cc2ccccc2CN1C(=O)COc1ccc(Cl)cc1 (stereo not drawn) | -13.4% | u | 8.2% | -7.6 | 0.3% | -3.3
COc1ccc(CCNC(=O)CC2SC(=NCCc3ccccc3)NC2=O)cc1OC (stereo not drawn) | 13.1µM* | 4.1% | 3.0% | 6.0 | 9.28µM* | -3.1
O=C(Nc1cccc(C(=O)N2CCCCCC2)c1)c1ccco1 | 13.4% | -12.8% | 5.7% | -2.0 | -28.8% | 10.4*
CN1CCN(c2nc3c(c(=O)n(C)c(=O)n3C)n2CC(N)=O)CC1 | -8.5% | 19.9% | -5.3% | -2.4 | x | 3.5
Cc1ccc(-n2c(-c3ccco3)nc3c(cnn3-c3ccc(C)cc3)c2=O)cc1 | x | 7.8% | 0.4% | -3.0 | -3.5% | -4.5
CCN1CCN(C(=O)CN2C(=O)c3cccc4cccc2c34)CC1 | -9.9% | 13.1% | -6.8% | -10.2 | 49.0%[activator] | 7.0
O=C(CN1CCc2ccccc2C1)NCc1ccco1 | -20.4% | 11.8% | -18.3% | 14.5 | x | 3.4
CCOC(=O)c1ccc(NS(=O)(=O)c2ccc3oc(=O)[nH]c3c2)cc1 | -20.0% | 16.4% | -17.0% | -15.3 | -10.3% | -0.5
Cc1ccc(NC2=Nc3ccccc3CC2)cc1 | -39.5% | -14.4% | 3.0% | 31.6 | 6.8% | 11.1*
COc1ccccc1CC1CC(=O)N(c2cccc(Cl)c2C)C1=O (stereo not drawn) | 14.0% | -0.3% | -4.0% | -6.8 | -4.1% | -1.4
CC(OC(=O)CNS(=O)(=O)c1ccc(C#N)cc1)C(=O)Nc1ccc(Cl)cn1 (stereo not drawn) | 0.9% | -1.9% | x | x | 16.4% | x
Cc1nc2ccc(Nc3nc4cc(S(=O)(=O)N5CCOCC5)ccc4o3)cc2s1 | x | -12.7% | u | 31.9 | -25.3% | 4.4
Cc1ccc(NC(=O)COCC(=O)Nc2ccc(F)cc2)cc1 | 5.4% | 16.1% | 3.3% | -2.2 | -9.3% | 1.2
COc1ccccc1C(=O)COC(=O)CNC(=O)c1ccc(Br)o1 | -24.5% | 2.7% | x | x | -0.8% | x
COc1cc(Nc2nc3ccccc3nc2NS(=O)(=O)c2ccc([N+](=O)[O-])cc2)cc(OC)c1OC | u | 22.4µM* | -0.4% | -6.9 | u | -2.8
CCOCCCNCc1cn(-c2ccc(F)cc2F)nc1-c1ccccc1C | u | -12.4% | 2.9% | -8.5 | u | -2.4
O=C(NCC1CC1(Cl)Cl)Nc1ccc(Cl)c(Cl)c1 (stereo not drawn) | u | u | -14.5% | 94.3* | u | 15.3
N#C/C(=N\Nc1ccc([N+](=O)[O-])cc1)C(=N)N1CCOCC1 | 88.6%[activator] | 7.4% | -14.7% | 68.8* | 93.1%[activator] | 45.8*
N#Cc1ccc(CSc2nnc(Cc3cccs3)n2Cc2ccco2)cc1 | -28.4% | -5.4% | -15.2% | 21.5 | -22.3% | -1.2
Cc1c(-n2cc(C(=O)c3cc(Cl)ccc3O)cc(C#N)c2=O)c(=O)n(-c2ccccc2)n1C | 0.0% | -1.9% | 9.6% | 13.1 | 0.0% | -3.2
CC/C(Cc1ccccc1)=N\NC(=O)c1cc([N+](=O)[O-])cc([N+](=O)[O-])c1 | -3.1% | 8.4% | -8.9% | -3.7 | 141.8%[activator] | 1.8
COc1cccc(SCC2(O)CCN(C(=O)c3ccc(Cl)cc3)CC2)c1 | 7.8% | -6.5% | 1.5% | -4.0 | -0.2% | -2.0
CN1CCN(C(=O)/C(=C/c2ccc(F)cc2)NC(=O)c2ccccc2)CC1 | 16.6% | 4.9% | 4.5% | 17.5 | 2.3% | 9.2

3 compounds picked at random from the list so far:
SMILES | Pf growth 48h | HCV inh | FBPA Giardia inh | Shiga toxin inh | Pf growth 96h | CHX counter
COc1ccccc1C(=O)COC(=O)CNC(=O)c1ccc(Br)o1 | -24.5% | 2.7% | x | x | -0.8% | x
COc1cccc(SCC2(O)CCN(C(=O)c3ccc(Cl)cc3)CC2)c1 | 7.8% | -6.5% | 1.5% | -4.0 | -0.2% | -2.0
CCOCCCNCc1cn(-c2ccc(F)cc2F)nc1-c1ccccc1C | u | -12.4% | 2.9% | -8.5 | u | -2.4

The list continues.
SMILES | Pf growth 48h | HCV inh | FBPA Giardia inh | Shiga toxin inh | Pf growth 96h | CHX counter
O=C(Nc1nnc(-c2ccccc2)o1)c1ccc(Cl)cc1 | u | -28.8% | 24.7% | -3.7 | u | 9.3
NC(=O)CCN1CCCCC1 | 0.0% | 9.1% | 1.0% | -11.6 | -17.4% | 5.8
CCN(CC)S(=O)(=O)c1cc(NC(=O)C(CC(C)C)NC(N)=O)ccc1C (stereo not drawn) | 6.8% | -9.0% | 2.1% | 14.6 | 33.4%[5.75 µM] | -0.2
Cc1ccc(Cl)cc1NC(=O)C[n+]1ccc(Cc2ccc([N+](=O)[O-])cc2)cc1 | u | u | u | -7.3 | 1.85µM* | -1.8
CCC(=O)N1CCc2cc(OC)c(OC)cc2C1COc1ccccc1OC (stereo not drawn) | u | 10.8% | 1.1% | -9.4 | -7.9% | 6.9
O=C(COc1ccccc1[N+](=O)[O-])Nc1ccc(Br)cc1 | 112.7%[activator] | 4.4% | 0.9% | 113.9* | 81.8%[activator] | 48.6*
Cc1oc(-c2ccccc2F)nc1CSCC(=O)NCc1ccc2c(c1)OCO2 | -1.9% | -7.7% | x | 24.0 | 27.2% | 2.5
CCn1nc(C)c(/C=N/NC(=O)CSc2ccccn2)c1C | 31.7%[activator] | 6.3% | 3.5% | 63.4* | 15.1% | 31.9*
CC1(C)CC(=O)C2=C(C1)Nc1nc(SCCN3CCOCC3)[nH]c(=O)c1C2c1cccs1 (stereo not drawn) | 2.4% | 11.9% | -0.5% | -25.7 | u | -3.2
CCC1Oc2ccccc2N(CC(=O)NCCC2=CCCCC2)C1=O (stereo not drawn) | u | -18.0% | 0.8% | 33.8 | u | 22.5
CCCc1cc(=O)[nH]c(SCC(=O)N(C)CC(=O)Nc2ccc(F)cc2)n1 | u | -6.6% | x | x | u | x
CCOC(=O)CNC(=O)C1(/C=C/c2ccccc2)CC(=O)N1c1ccc(C)cc1 (stereo not drawn) | u | 18.7% | 6.3% | 24.0 | -9.8% | 1.5
COc1ccc(NC(=O)CN(C)C(=O)Cc2ccc3c(c2)CCC3)cc1 | -1.7% | -6.2% | x | -7.9 | 16.0% | 1.4
COC(=O)c1ccc(NC(=O)c2ccco2)cc1 | 94.6%[activator] | 8.6% | 1.7% | 78.2 | 22.6% | 25.4*
Cc1ccc(NC(=O)c2ccccc2O)cc1 | -6.9% | u | -7.9% | + | -89.3% | 33.6*
COc1ccc2cc(Br)ccc2c1CC(=O)NC1CC(C)(C)NC(C)(C)C1 | x | 11.2µM* | -0.6% | -16.2 | 8.28µM* | 1.5
CCOc1ccccc1CNC(=O)C1CCN(c2nnc(C)c3c(C)n(-c4ccc(C)cc4)nc23)CC1 | u | 11.2µM* | 5.5% | -13.8 | u | -2.0
Cc1ccc(NC(=O)NNC(=O)c2cc3ccccc3cc2O)c(C)c1 | 4.2% | 4.5% | -2.2% | 9.0 | 20.7% | -2.9
COc1ccccc1C(=O)OCc1ccc2sc(C)nc2c1 | 27.2%[5.75 µM] | -11.9% | 2.1% | 77.9* | 4.1% | 28.3*
c1ccc(Nc2nc(N3CCOCC3)c3ccccc3n2)cc1 | u | 11.2µM* | -7.7% | -9.1 | x | 3.9
COc1cc2c(cc1OC)CN(C(=O)CCc1c[nH]c3ccccc13)[C@H](C(=O)O)C2 | -16.9% | 6.6% | -4.2% | 3.1 | -18.6% | -4.3
CC(c1ccccc1)N(NC(=O)C(O)(c1ccccc1)c1ccccc1)C(=O)c1ccccc1 (stereo not drawn) | u | u | -1.3% | -12.7 | u | 5.5
O=C(NCCCn1ccnc1)/C(=C\c1cccnc1)NC(=O)c1ccccc1F | -5.3% | 16.0% | 4.6% | 14.2 | 6.2% | -1.8
CCCCOc1ccc(N=Nc2ccc(N)nc2N)cn1 | 225.9%[activator] | -6.3% | -9.2% | 28.6 | 217.4%[activator] | 17.8*
COc1ccc([C@@H]2[C@@H]3C(=O)N(C(C)(C)C)C(=O)[C@@H]3[C@]3(Cc4ccccc4)C(=O)N(c4ccc(C(F)(F)F)cc4)C(=O)N23)cc1 | u | 17.3% | -4.6% | 43.0 | 5.86µM* | 10.3
N#C/C(=C\c1c(N2CCN(c3ccccc3)CC2)nc2ccccn2c1=O)S(=O)(=O)c1ccccc1 | -5.1% | 9.6% | -3.1% | -8.6 | u | -4.5
CCOc1cc(N2CCOCC2)c(OCC)cc1NC(=O)c1ccc(F)c(S(=O)(=O)N2CCOCC2)c1 | 1.3% | u | x | x | 19.7% | x
O=C(C1CC1)N1CCC(C(O)(c2ccccc2)c2ccccc2)CC1 | -6.9% | 2.1% | 6.9% | -15.5 | x | -1.9
CC(=O)Nc1ccc(S(=O)(=O)NC(=O)C23CC4CC(CC(C4)C2)C3)cc1 | x | 2.0% | 9.0% | -9.7 | 0.928µM* | -2.8
COc1ccc(N2C(=O)CC(N3CCN(c4ccc(C(=O)c5cccnc5)cc4)CC3)C2=O)cc1 (stereo not drawn) | 2.3% | 13.4% | 0.4% | -12.1 | -14.0% | -1.6
COc1ccc(Nc2nc(N3CCCC3)nc3ccccc23)c(OC)c1 | 6.57µM* | 3.16µM* | 6.9% | 17.2 | x | -4.3
COc1cccc(-c2csc(N3CCN(C(=S)NCC(C)C)CC3)n2)c1 | 13.1µM* | u | -6.6% | 15.7 | 14.7µM* | 1.4

Assay outcomes as filed in PubChem.
